# High-throughput results deposited in PubChem by National Center for Advancing Translational Sciences (NCATS).
# AMA1 RON2 block: qHTS for Inhibitors of AMA1-RON; Towards Development of Antimalarial Drug Lead: Primary Screen; Plasmodium falciparum AMA1 (3D7) - RON2 peptide interaction; AlphaScreen AMA1-biotinylated RON2 peptide binding; Potency, µM (titrated, usually from 58.2 µM), for inactives: at the highest dose activity change, negative = inhibition, actives largely listed as inhibitors; 360,000 compounds, 0.2% hits; AID 720542, 2013;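 note: potency is the fitted concentration of half-maximal effect; 0% = vehicle wells and -100% = peptide control; nearly all actives have a fitted effect of over 45% in size; some results filed as inactive show a strong effect at the top dose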
#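 AMA1 (3D7) with his tag at 25 nM final met compounds first, then biotinylated RON2 peptide at 25 nM; detection used donor plus acceptor beads, 10 µg/mL apiece, read by AlphaScreen after 30 min at room temperature.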
# HCMV inh: qHTS Assay for inhibitors of the human cytomegalovirus (HCMV) | HFF cells, HCMV-luciferase reporter, 72 h; stronger effect = lower value | 410,000 compounds, 4.5% hits | activity change, negative = inhibition, % at 57.5 µM; in the data active = activity change below about -60%; inconclusive = no clear call, values can overlap the other calls; inactive = above about -39%
#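 Steps: HFFs plated, 16 h 37C; compounds added; HCMV-luciferase added to MOI 1 PFU/cell; 72 h 37C; OneGlo reagent, 5 min room temperature; luminescence read, normalized to controls.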
# FBPA Giardia inh: qHTS Assay for Inhibitors of Fructose-1,6-bisphosphate Aldolase from Giardia Lamblia; purified Giardia FBPA; A8B2U2; 290,000 compounds, 0.71% hits; Potency, µM (titrated, usually from 59.6 µM), for inactives: at the top dose activity, negative = inhibition, hits mostly inhibitors; AID 2451, 2010; note: potency is the fitted concentration of half-maximal effect; nearly all actives have a fitted effect of over 55% in size
# Target sequence (A8B2U2 whole entry, looked up): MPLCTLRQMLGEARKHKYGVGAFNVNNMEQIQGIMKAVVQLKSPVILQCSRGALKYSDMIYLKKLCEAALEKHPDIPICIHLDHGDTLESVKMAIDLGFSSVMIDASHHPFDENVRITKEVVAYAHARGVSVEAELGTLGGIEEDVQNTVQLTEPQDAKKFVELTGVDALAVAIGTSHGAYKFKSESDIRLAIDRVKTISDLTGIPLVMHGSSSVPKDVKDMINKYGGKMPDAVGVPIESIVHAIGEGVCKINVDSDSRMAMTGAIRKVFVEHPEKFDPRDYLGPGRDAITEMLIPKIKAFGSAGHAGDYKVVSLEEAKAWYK
#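 Giardia FBPA (40 nM reagent) was preincubated 10 min at RT with compound (up to 57.5 uM final), then substrate plus GAPDH/TPI/NAD/arsenate coupling system with diaphorase/resazurin was added; resorufin fluorescence (525/598 nm) was read after 20 min.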
# AmpC inh no detg: qHTS Inhibitors of AmpC Beta-Lactamase (assay without detergent). AID 485341, 2010. P00811. 330,000 compounds, 0.52% hits. AmpC nitrocefin hydrolysis, absorbance 480 nm, 0.0001% Triton. Potency, µM (titrated, usually from 57.1 µM), for the others: top-dose activity change, negative = inhibition, actives largely listed as inhibitors;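 note: potency is the fitted concentration of half-maximal effect; plate controls were no compound for no effect and no enzyme for full effect; nearly all actives have a fitted effect of over 20% in size; some results filed as inactive show a strong effect at the top dose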
# Target sequence (P00811 whole entry, looked up): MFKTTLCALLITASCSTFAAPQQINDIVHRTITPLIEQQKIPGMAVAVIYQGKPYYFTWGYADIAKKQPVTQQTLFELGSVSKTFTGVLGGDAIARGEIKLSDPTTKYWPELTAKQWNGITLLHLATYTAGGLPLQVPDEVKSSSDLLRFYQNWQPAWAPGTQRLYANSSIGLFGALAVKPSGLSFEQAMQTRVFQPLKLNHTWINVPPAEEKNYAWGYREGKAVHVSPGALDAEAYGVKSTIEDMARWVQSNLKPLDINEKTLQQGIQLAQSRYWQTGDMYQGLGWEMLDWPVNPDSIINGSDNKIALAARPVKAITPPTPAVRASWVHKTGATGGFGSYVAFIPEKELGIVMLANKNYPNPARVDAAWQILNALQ
#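 AmpC (5.3 nM in the dispensed reagent) in 20 mM phosphate pH 7.0 with 0.01% (detergent screen) or 0.0001% Triton X-100 was preincubated with compounds for 15 min at room temperature. Nitrocefin was then added from an 800 uM solution, and hydrolysis was followed at 480 nm.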
# Sm TGR inh: qHTS Assay for the Inhibitors of Schistosoma Mansoni Peroxiredoxins | Schistosoma mansoni thioredoxin glutathione reductase (TGR), Q962Y6 | purified TGR, DTNB reduction, TNB absorbance 405 nm | Potency, µM (doses to about 114 µM), for inactives: at the highest dose activity change, negative = inhibition, actives largely listed as inhibitors | 360,000 compounds, 3% hits; note: potency is the fitted concentration of half-maximal effect; nearly all actives have a fitted effect of over 60% in size
#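 First, TGR (20 nM dispensed) and NADPH were mixed with compound. Second, a 15 min room-temperature incubation followed. Third, further NADPH and then DTNB were added to start the reaction. Finally, TNB absorbance was monitored kinetically.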
# AmpC inh detg: qHTS Inhibitors of AmpC Beta-Lactamase (assay with detergent); 370,000 compounds, 0.041% hits; Potency, µM (top dose mostly 114 µM), for inactives: at the highest dose activity change, negative = inhibition, most hits filed as inhibitors; AmpC hydrolysis of nitrocefin, absorbance 480 nm, 0.01% Triton; AID 485294, 2010; P00811;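 note: potency is the fitted concentration of half-maximal effect; 0% = no-compound wells and -100% = no-enzyme wells; nearly all actives have a fitted effect of over 25% in size; some results filed as inactive show a strong effect at the top dose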
#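 AmpC (5.3 nM in the dispensed reagent) in 20 mM phosphate pH 7.0 with 0.01% (detergent screen) or 0.0001% Triton X-100 was preincubated with compounds for 15 min at room temperature. Nitrocefin was then added from an 800 uM solution, and hydrolysis was followed at 480 nm.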
# * marks the source's active call; other numbers are inactive results; ? = inconclusive; nt = not tested or not shown; & = joins results of further samples; [ ] = another dose, or the depositor's remark. Unless noted, calls come from the whole dose curve; as a rule, active = well fitted curve in the direction sought with a large enough effect; inconclusive = small, poorly fitted or top-dose-only effect, or another doubt; inactive = no such curve, though single readings can be large; an effect the other way counts as inactive or inconclusive. Unless noted, % is set by controls: 0 for no effect and ±100 for the full control effect.
canonical_smiles,AMA1 RON2 block,HCMV inh,FBPA Giardia inh,AmpC inh no detg,Sm TGR inh,AmpC inh detg
COc1ccc(C(=O)CC(SCC(NC(C)=O)C(=O)O)c2ccc(Cl)cc2)cc1OC (stereo unspecified),-9%,?,-15%,18%,-23%,3%
Cc1ccc(CS(=O)(=O)Cc2ccc(C(=O)NCc3ccccn3)o2)cc1,8%,-1,4%,1%,40µM*,-1%
Cc1cccc(SCC(=O)Nc2ccc3c(c2)OCCO3)c1,0%,26,6%,-3%,6%,5%
COc1ccc(NC(=O)COC(=O)/C=C/c2ccccc2[N+](=O)[O-])cc1,11%,-16,3%,-16%,-1%,-10%
COc1ccc(/C=N\Nc2ccccc2[N+](=O)[O-])c(C(=O)O)c1OC,?,-12,17%,-6%,-3%,-5%
COc1ccc(-c2n[nH]c(C)c2-c2ccc(Cl)cc2)c(O)c1,84%[activator],?,-12%,-24%,-20%,-4%
CNc1nc(N/N=C/c2cc3c(cc2[N+](=O)[O-])OCO3)nc(Nc2ccccc2)n1,-3%,-99*,-4%,16%,-2%,3%
CCNc1nc(NC(C)C)nc(OCCOC(=O)c2ccccc2)n1,0%,3,4%,-9%,-17%,-7%
O=C(O)c1ccc2c(c1)ncn2C1CCCC1,-8%,-9,0%,-13%,2%,3%
COc1ccc(Cc2nn3c(-c4ccccc4Br)nnc3s2)cc1,-3%,11,8%,-7%,6%,0%
CN(C)CCNC(=O)c1ccc2nc(CCc3ccccc3)oc2c1,nt,51,nt,nt,-2%,30%
COc1ccc(C(=O)NCC(c2cccnc2)N2CCN(c3ccccc3)CC2)cc1OC (stereo unspecified),-1%,5,8%,87%[activator],-3%,?
COc1ccc2c(Cn3cnc4cc([N+](=O)[O-])ccc4c3=O)cc(=O)oc2c1,-4%,nt,-6%,0%,6%,0%
Cc1c([N+](=O)[O-])c([N+](=O)[O-])nn1CC(=O)N1CCOCC1,15%,-1,-10%,-15%,7%,7%
CN(NC(=O)Nc1ccc(Cl)cc1)c1c(Cl)c(Cl)nn1C,-2%,-9,3%,27%,-3%,6%
Cc1nc(N2CCN(C(=O)c3ccco3)CC2)c(C#N)c2c1CCCC2,-2%,21,0%,12%,-12%,-5%
Cc1ccc(NS(=O)(=O)c2cc(C(=O)NCc3ccccn3)ccc2Cl)cc1,31%[activator],-18,nt,-28%,9%,-13%
Cc1cc(NC(=O)c2ccc3c(c2)C(=O)N(C2CCCCC2)C3=O)no1,0%,-13,-12%,-5%,0%,-3%
COc1cc(-c2noc(C)c2C(=O)NCc2ccc3c(c2)OCO3)cc(OC)c1OC,-2%,9,nt,0%,nt,nt
O=C(Nc1c(-c2ccccc2)nc2ccccn12)c1ccco1,4%,32,1%,-12%,0%,-9%

canonical_smiles,AMA1 RON2 block,HCMV inh,FBPA Giardia inh,AmpC inh no detg,Sm TGR inh,AmpC inh detg
COc1cccc(-c2noc(CCC(=O)Nc3cccnc3)n2)c1,0%,-15,4%,-23%,-18%,?
O=C(NCc1ccccc1)N1CCC(Cc2ccccc2)CC1,7%,22,-3%,5%,10%,-3%
COc1ccc(NCc2nnc(SCC(=O)NCc3ccccc3)n2-c2ccccc2OC)cc1,-7%,30,-15%,28%,0%,0%
CCOC(=O)CCCSc1nc2sc3c(c2c(=O)[nH]1)CCC3,-6%,13,0%,-24%,0%,-3%
Cc1ccc(OCCOC(=O)C2CCN(S(=O)(=O)c3ccc(C)c(C)c3)CC2)cc1,-21%,-7,nt,-7%,0%,0%
CCOc1ccc(N(C(=O)Cn2nnc3ccccc32)C(C(=O)NCc2ccccc2)c2ccc(OC)cc2)cc1 (stereo unspecified),nt,-1,nt,nt,6%,5%
COCCN1C=C2C(=O)C(C)(OC(=O)CCc3ccccc3)C(=O)C=C2C=C1c1ccc(C#N)cc1 (stereo unspecified),-6%,29,?,133%[activator],-16%,-3%
CCN(CC)CCNc1nc(-n2nc(C)cc2C)nc2sc3c(c12)CC(C)(C)OC3,6%,-64*,-1%,45%,9%,-1%
O=C(O)CCCCC1SCC2NC(=O)NC21 (stereo unspecified),?,-1,7%&2%&4%,-27%&-9%,10%&1%,8%&2%
CC(C)(C)NC(=O)COC(=O)Cc1ccc(Cl)cc1,-8%,24,4%,3%,4%,-1%
CCCCCCOC(=O)C(C#N)c1nc2ccccc2nc1N1CCOCC1 (stereo unspecified),2%,-38,-7%,-1%,-4%,-19%
CCCN1CCC(N(C)CCc2ccc(OC)c(OC)c2)CC1,-4%,33,-13%,-4%,0%,?
COc1cc(Nc2cccc[n+]2C)cc(OC)c1OC,-1%,-22,-18%,-10%,21%,-2%
Cc1ccc(C(=O)COC(=O)CCC(=O)Nc2ccc(Oc3cc(C)ccc3C(C)C)cc2)cc1,nt,-21,nt,nt,3%,3%
Cc1ccccc1CN1CCN(CC(=O)NCCCN2CCN(c3ccc(F)cc3)CC2)C1=O,-8%,-18,10%,109%[activator],-1%,0%
CSc1ncc(CN2CCCC(C(=O)c3cccc(Cl)c3)C2)cn1 (stereo unspecified),-21%,-9,1%,0%,11%,4%
COc1ccc(C2(C)NC(=O)N(CC(=O)NCC(=O)Nc3ccc(F)c(F)c3F)C2=O)cc1OC (stereo unspecified),-6%,-9,nt,-23%,nt,nt
Cc1ccc(Cl)cc1N1CCN(C(=O)CCSCc2ccccc2F)CC1,nt,-6,nt,nt,8%,13%
CCOC(=O)C(=O)NC12CC3CC(CC(C3)C1)C2,24%,7,2%,-8%,4%,-2%
Cc1ccc(CNC(=O)Cn2c(=O)c3sccc3n(Cc3cccc([N+](=O)[O-])c3)c2=O)cc1,nt,nt,0%,-59%,-9%,?

# 3 entries out of the list, arranged by SMILES length, highest first:
canonical_smiles,AMA1 RON2 block,HCMV inh,FBPA Giardia inh,AmpC inh no detg,Sm TGR inh,AmpC inh detg
CCOc1ccc(N(C(=O)Cn2nnc3ccccc32)C(C(=O)NCc2ccccc2)c2ccc(OC)cc2)cc1 (stereo unspecified),nt,-1,nt,nt,6%,5%
COCCN1C=C2C(=O)C(C)(OC(=O)CCc3ccccc3)C(=O)C=C2C=C1c1ccc(C#N)cc1 (stereo unspecified),-6%,29,?,133%[activator],-16%,-3%
CSc1ncc(CN2CCCC(C(=O)c3cccc(Cl)c3)C2)cn1 (stereo unspecified),-21%,-9,1%,0%,11%,4%

# Remaining list, next part:
canonical_smiles,AMA1 RON2 block,HCMV inh,FBPA Giardia inh,AmpC inh no detg,Sm TGR inh,AmpC inh detg
CN1C(=O)/C(=C/c2cccc([N+](=O)[O-])c2)C(=O)N1c1ccccc1,-2%,-4,-10%,-27%,25µM*,-1%
CCCOc1ccc(C(=O)N(Cc2cccs2)c2ccc(C)cc2)cc1,nt,5,nt,nt,3%,14%
O=C(Nc1ccccc1)N1CCCC1,1%,19,6%,-7%,0%,-6%
CCOC(=O)C1CCN(Cc2ccc(F)c(Br)c2)CC1,?,-28,-26%,8%,-10%,-14%
COc1ccccc1NC(=O)c1ccc(NC(=O)COC(=O)C2CCCO2)cc1 (stereo unspecified),-2%,nt,3%,-29%,1%,7%
Cc1ccc(CNC(=O)C(=O)NCC(c2cccnc2)N2CCN(c3ccc(F)cc3)CC2)cc1 (stereo unspecified),nt,?,nt,nt,-5%,13%
CCCOC(=O)CSC1=C(C#N)C(c2ccccc2OC)C(C#N)C(=O)N1 (stereo unspecified),5%,-39,4%,-39%,-26%,?
O=[N+]([O-])c1ccc(C[n+]2cccc3ccc4cccnc4c32)cc1,81%[activator],-96*,?,12%,0%,-10%
CCCN1CNC(=S)N(CC2CCCO2)C1 (stereo unspecified),20%,44,-16%,-4%,-6%,?
O=C(N/C(=C/c1ccco1)C(=O)N1CCOCC1)c1ccc([N+](=O)[O-])cc1,-9%,4,-1%,24%,-32%,-7%
COC(=O)CCN(Cc1ccccc1)S(=O)(=O)c1ccccc1Br,11%,-3,nt,-8%,nt,nt
O=C(COc1coc(CN2CCN(c3ccccc3)CC2)cc1=O)NC1CCCCC1,6%,-24,nt,90%[activator],-7%,0%
Cc1ccccc1Oc1cc(NC(=O)CCCn2nc(C)c([N+](=O)[O-])c2C)cc([N+](=O)[O-])c1,-8%,?,-5%,-2%,-12%,-2%
COCCC1CCCCN1C(=O)c1cccc(OC2CCN(C3CCCC3)CC2)c1 (stereo unspecified),4%,3,0%,-5%,?,8%
COC(=O)COc1ccc(/C=C2/SC(=O)N(CC(=O)N3CCCC3)C2=O)cc1Br,14%,32,5%,-5%,3%,4%
COc1cc(OC)cc(C(=O)/C=C2\Sc3ccccc3N2C)c1,6%,-40,-13%,-15%,-10%,1%
CCOc1ccc(CN(C)C(=O)c2cccc(S(=O)(=O)N3CCCC3)c2)cc1OC,-9%,-3,nt,37%,?,2%
COc1ccc(NC(=O)COC(=O)CCC(=O)c2cccs2)cc1OC,3%,-17,nt,-19%,-14%,-14%
CCCC(=O)Nc1ccc2c(c1)C(=O)N(CCC(=O)O)C2=O,-6%,-5,1%,-17%,-2%,2%
O=Cc1ccccc1-n1cccn1,-3%,14,0%,-7%,-11%,1%

canonical_smiles,AMA1 RON2 block,HCMV inh,FBPA Giardia inh,AmpC inh no detg,Sm TGR inh,AmpC inh detg
O=C(Cn1cnc2sc3c(c2c1=O)CCCC3)NCCCC(=O)N1CCC2(CC1)OCCO2,10%,22,-1%,41%,2%,1%
CCN(CC)C(=O)CS(=O)CC(=O)Nc1cc(OCCOC)c(Cl)cc1Cl (stereo unspecified),3%,10,7%,3%,9%,4%
C[C@H](CO)N1C[C@H](C)[C@@H](CN(C)C(=O)Nc2ccc3c(c2)OCO3)Oc2c(NC(=O)Nc3ccccc3)cccc2C1=O,-9%,-1,nt,161%[activator],nt,nt
CCOC(=O)C1CCCc2c1[nH]c1ccc(Cl)cc21 (stereo unspecified),?,-8,-2%,-19%,-13%,9%
CCC1CN(C(=O)C2CCN(S(=O)(=O)c3c(C)noc3/C=C/c3ccc(C)cc3)CC2)c2cc(C)ccc2O1 (stereo unspecified),nt,55,nt,nt,3%,21%
O=c1c2ccccc2nc2sc(Nc3cccc(C(F)(F)F)c3)nn12,nt,9,nt,nt,3%,7%
Cc1cccc(-c2nc(CS(=O)CC(=O)NCc3cccs3)c(C)o2)c1 (stereo unspecified),6%,45,3%,26%,-23%,-13%
CC1CCN(S(=O)(=O)c2ccc(C(=O)Nc3nnc(-c4ccncc4)o3)cc2)CC1,35%[activator],-88*,?,-25%,12%,-1%
CCOC(=O)c1ccc(N2C(=O)CC(N3CCN(C(=O)c4ccccc4)CC3)C2=O)cc1 (stereo unspecified),-6%,?,-6%,56%,nt,-9%
Cc1ccc(N(C(=O)CNC(=O)c2ccco2)C(C(=O)NC2CCCC2)c2cccnc2)c(C)c1 (stereo unspecified),-10%,-23,nt,-2%,-3%,7%
